# TEAD-YAP inh: TEAD-YAP interaction inhibition. 1.4% of 640,000 active. HEK-TIYL cells, TEAD-Gal4/YAP UAS-luciferase luminescence. inhibition, % at 9.12 µM; in the data active = inhibition above about 32%;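 note: 0% = median of test compound wells and 100% = reference inhibitor wells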
# GPR151 activ: activators of human GPR151; Q8TDV0; PathHunter beta-arrestin GPR151 cells, luminescence; activation, % at 11.2 µM; 1% of 650,000 active; AID 1508602; in the data active = activation above about 4.9%;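 note: 0% = median of compound wells and 100% = cells with positive control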
# FBW7 activator: activators of human E3 ligase FBW7; 0.13% of 650,000 active; normalized activity (activation), % at 26.1 µM; AID 1259310; AlphaScreen FBW7–phospho-cyclin E peptide binding, activator screen; Q969H0; in the data active = normalized activity above about 1.9%;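 note: purified mutant Fbw7 with reduced substrate affinity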
# Target sequence (Q969H0 whole entry, looked up): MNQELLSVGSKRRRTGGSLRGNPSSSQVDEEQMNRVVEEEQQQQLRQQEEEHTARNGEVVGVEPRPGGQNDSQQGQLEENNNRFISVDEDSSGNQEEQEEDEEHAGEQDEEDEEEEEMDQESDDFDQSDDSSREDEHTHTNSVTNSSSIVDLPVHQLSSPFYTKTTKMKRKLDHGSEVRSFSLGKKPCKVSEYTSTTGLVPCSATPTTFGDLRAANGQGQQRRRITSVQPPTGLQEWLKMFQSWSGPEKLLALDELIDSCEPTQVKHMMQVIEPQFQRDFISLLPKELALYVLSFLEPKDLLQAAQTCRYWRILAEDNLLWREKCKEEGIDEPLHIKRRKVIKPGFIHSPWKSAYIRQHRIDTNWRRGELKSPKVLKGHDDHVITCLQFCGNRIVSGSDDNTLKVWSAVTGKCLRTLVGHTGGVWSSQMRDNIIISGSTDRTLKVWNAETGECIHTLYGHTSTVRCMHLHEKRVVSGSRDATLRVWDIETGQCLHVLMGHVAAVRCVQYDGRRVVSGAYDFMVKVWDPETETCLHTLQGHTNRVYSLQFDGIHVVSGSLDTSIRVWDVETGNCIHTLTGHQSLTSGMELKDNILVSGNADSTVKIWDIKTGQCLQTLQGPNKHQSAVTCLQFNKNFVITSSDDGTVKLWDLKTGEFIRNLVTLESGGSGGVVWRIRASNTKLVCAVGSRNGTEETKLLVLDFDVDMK
# MITF primary: human MITF inhibition, primary screen; 0.91% of 650,000 active; AlphaScreen MITF homodimerization, bead proximity signal; inhibition, % at 2.6 µM; O75030; in the data active = inhibition above about 50%;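 note: 0% = vehicle wells with protein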
# Starred values were filed as active, the others as inactive.
# The line under a structure holds: TEAD-YAP inh, GPR151 activ, FBW7 activator, MITF primary
> CC1CCc2sc3ncnc(NCc4cccnc4)c3c2C1 (stereo not given)
 : -1, 2.6, 0.2, -1
> CC(=O)OCCNc1cc(SC(C)C)c2nonc2c1[N+](=O)[O-]
 : -15, 1.6, 0.0, -1
> Clc1ccc(OCCNC2CCCC2)cc1
 : -7, 0.8, -0.2, 16
> O=C(NN1C(=O)C2C(c3ccccc3)C=CC(c3ccccc3)C2C1=O)c1ccncc1 (stereo not given)
 : 8, 6.1*, 0.2, -20
> CCCC(=O)Nc1ccc(NC(=O)c2cccc(OC)c2)cc1
 : 6, -3.6, 0.2, 7
> Cc1ccc(Nc2nc(-c3cc4cc(Br)ccc4oc3=O)cs2)cc1
 : 6, -0.9, 0.0, 13
> Cc1cc2c(=O)n(CC(=O)Nc3ccc(F)cc3)cnc2s1
 : -7, 0.9, -0.1, 7
> Cc1cc(N)nc(SCCCN(C)C)n1
 : 4, 1.4, 0.0, -1
> CC(C)(C)c1ccc(Cn2c(/C=C(/OC(=O)c3ccccc3)c3ccccc3)nc3ccccc32)cc1
 : 3, 0.4, 0.0, 13
> Cc1ccc(-c2c(C(=O)N(CCc3ccccc3)Cc3ccccc3)oc(=O)c3ccccc23)cc1
 : 8, 2.2, -0.1, 3
> Cc1ccc(CC2(CCC(=O)NCCCc3cccnc3)CCC(=O)N2)cc1 (stereo not given)
 : -18, 0.2, 0.1, -2
> COCc1ccc(CN2CCN(Cc3ccc(OC)c(C)c3)C(CCO)C2)o1 (stereo not given)
 : -5, 0.8, 0.0, 2
> CCn1c(SCCN2CCOCC2)nc2c1c(=O)[nH]c(=O)n2C
 : -1, 1.6, 0.4, -19
> CSc1nnc(NC(=O)c2nc(S(C)(=O)=O)ncc2Cl)s1
 : -4, -2.0, -0.2, 4
> Cc1cccc(C)c1NC(=O)CSc1nnc(-c2ccc3[nH]c(C)c(C)c3c2)n1Cc1ccccc1
 : 5, 0.3, -0.1, 1
> O=c1c2ccccc2nc(SCc2ccc(F)cc2Cl)n1CCCN1CCCCC1
 : -4, -0.6, -0.1, 3
> O=C1OC(c2ccccc2)=N/C1=C/c1ccc(N2CCOCC2)c([N+](=O)[O-])c1
 : 2, 0.9, 0.2, 21
> Cc1cc(NC(=O)C2CCCN(S(=O)(=O)N3CCOCC3)C2)ccc1Br (stereo not given)
 : 0, -0.1, 0.0, -1
> CCOC(=O)C1=C(C)N=c2s/c(=C\c3ccc(Cl)cc3)c(=O)n2C1c1ccc2c(c1)OCO2 (stereo not given)
 : -16, -0.1, -0.2, -1
> CCC1=NN(C(=O)c2cccc(C)c2O)C(O)(c2ccc(OC)cc2)C1 (stereo not given)
 : -8, 0.0, -0.3, 2
> C=CCn1c(=S)[nH]c2sc(CC)cc2c1=O
 : -4, -1.0, -0.1, -7
> COc1ccc(/C(N)=N/OC(=O)Cc2ccc(C)cc2)cc1OC
 : -1, 2.6, 0.2, 5
> Cc1cc(C)c(C)c(OCC(O)CN2C(C)(C)CC(O)CC2(C)C)c1 (stereo not given)
 : 8, 1.9, 0.0, 5
> COc1ccc(C)cc1NC(=O)c1cc(-c2ccccc2)nc2ccccc12
 : 0, 0.0, -0.1, 0
> COC(=O)CNC(=O)CNS(=O)(=O)c1ccc([N+](=O)[O-])cc1
 : 1, 1.9, 0.1, -19
> CCC(=O)Nc1cc(OC)c(NC(=O)COc2ccccc2)cc1OC
 : 3, -0.1, 0.0, -23
> CCC(=O)Nc1c(-c2ccccc2)nc2ccc(C)cn12
 : -7, -1.6, -0.2, 5
> COc1cc(NC(=O)c2ccc(Cl)cc2)c2ncccc2c1
 : -2, 0.2, -0.4, -3
> CC(C(=O)NCCc1ccccc1)N(c1ccccc1)S(C)(=O)=O (stereo not given)
 : -2, 0.1, -0.1, -4
> CCCCN(C)S(=O)(=O)c1ccc(C(=O)Nc2ccc3sc(C)nc3c2)cc1
 : 61*, 5.2*, 0.5, 27
> CCOC(=O)C1CCCN(c2c(N3CCCCC3)c(=O)c2=O)C1 (stereo not given)
 : 4, -1.9, 0.1, 4
> Cc1cccc(N2C(=O)C(Cl)=C(Nc3ccccc3)C2=O)c1
 : 4, 0.5, 0.3, 11
> CCCCn1nnnc1SCC(=O)Nc1ccc(C(C)=O)cc1
 : -6, 0.4, -0.2, -5
> CC(Oc1ccc(Br)cc1)C(=O)Nc1ncn[nH]1 (stereo not given)
 : -1, 0.9, -0.2, -5
> CC1C(=O)Nc2ccc(S(=O)(=O)Nc3ccc(C(F)(F)F)cc3)cc2NC1=O (stereo not given)
 : -4, 0.5, -0.2, -5
> COc1ccc(NC(=O)c2cc([N+](=O)[O-])ccc2NCC2CCCO2)cc1 (stereo not given)
 : -6, -0.3, -0.3, 12
> Cc1cc(C(=O)Nc2ccccc2C#N)ccc1[N+](=O)[O-]
 : -14, -0.3, -0.4, -8
> COc1ccccc1N1CCN(C2CCCN(C(=O)c3cccc(NC(C)=O)c3)C2)CC1 (stereo not given)
 : 7, 0.2, -0.1, 0
> COc1ccc2cc(C)c3nn(CCN4CCCC4)c(=O)n3c2c1
 : 26, 0.5, -0.2, 2
> Cc1ccccc1Nc1sc(C(=O)c2ccc([N+](=O)[O-])cc2)c(N)c1C(=O)NCc1ccc(Cl)cc1
 : 4, 6.4*, 0.0, -3
> O=C(CN1C(=O)C2C3C=CC(C3)C2C1=O)Nc1nccs1 (stereo not given)
 : -13, 0.5, 0.7, 14
> CCC(c1nnnn1Cc1cccs1)N1CCN(c2cccc(OC)c2)CC1 (stereo not given)
 : 9, 0.2, -0.1, -3
> CCn1c(C)cc2c(c1=O)C(c1ccc(Cl)cc1)C(C(=O)OC)=C(N)O2 (stereo not given)
 : 5, -1.7, 0.7, 15
> Cc1cc(C)c2c(c1)CC(C)(C)c1nc3cc(Cl)c(Cl)cc3nc1-2
 : -2, -0.9, -0.1, 6
> Cc1cccc(N(C)C(=O)Cn2ncc3c2-c2ccccc2OC3)c1
 : 0, -0.8, -0.2, 8
> CCNC(=O)COC(=O)C1C(C(=O)OCC)=C(C)NC(C)=C1C(=O)OCC
 : 2, 2.5, 0.0, 4
> O=C(CSc1nc2cc(Cl)ccc2s1)NC1CCCCCC1
 : 5, -0.2, 0.0, 1
> Cc1ccc(CN2CCN(CC(C)(C)C)C(CCO)C2)o1 (stereo not given)
 : 4, -2.1, 0.0, 3
> CCCCCOC(=O)C1=C(C)NC2=C(C(=O)CC(C)(C)C2)C1c1ccccc1[N+](=O)[O-] (stereo not given)
 : 8, 0.8, -0.2, 6
> O=C(O)COc1ccc(NC(=O)c2cccc(I)c2)cc1
 : -5, -2.0, 0.0, -2
> COc1ccc(CCNC(=O)C(C)C)cc1
 : 11, -0.1, 0.1, 6
> CCOc1ccc(NC(=O)c2nc(SC)ncc2Cl)cc1
 : -15, 1.5, 0.3, -18
> Cc1ccc(Sc2cc(NCCCO)c([N+](=O)[O-])c3nonc23)cc1
 : -2, 0.1, 0.0, -2
> CCCC(=O)N1CCc2[nH]c3ccccc3c2C1
 : -14, 0.2, -0.2, -3
> Cc1ccc(S(=O)(=O)NC(=O)OC2CN(C(C)(C)C)C2)cc1
 : -2, 0.1, 0.0, 4
> Cc1cccc(NC(=O)c2ccc(Cl)cc2)n1
 : -59, -7.8, 0.2, 20
> COc1ccc(-c2ncc(C(=O)NCCOc3ccccc3)s2)cc1
 : -16, -2.5, 0.5, 18
> Cc1ccc(NC(=O)CN2C(=O)N/C(=C\c3cc(Cl)ccc3O)C2=O)cc1
 : 6, 1.2, 0.0, 0
> CN(C)c1ccc(-c2nc3n(n2)C(c2ccncc2)C2=C(CC(C)(C)CC2=O)N3)cc1 (stereo not given)
 : 1, -0.5, 0.0, 10
> COc1ccc2[nH]c(=O)c(CN(CCO)C(c3nnnn3C3CCCC3)C(C)C)cc2c1 (stereo not given)
 : 1, 0.0, -0.2, -9

# (list continues)
SMILES,TEAD-YAP inh,GPR151 activ,FBW7 activator,MITF primary
CCOCCCn1c(=S)[nH]c2cc(C(=O)NC3CCCCC3)ccc2c1=O,11,2.0,0.8,13
CC(OC(=O)c1cccs1)C(=O)NC1CC1 (stereo not given),-2,-0.5,-0.1,3
COc1ccc(C2C(C#N)=C(N)OC3=C2C(=O)CC(C)(C)C3)c2ccccc12 (stereo not given),5,-0.2,0.1,70*
CCOC(=O)c1c(NC(=O)CSc2nnc(CNC(=O)c3cccc(OC)c3)n2Cc2ccccc2)sc2c1CCC2,8,1.6,-0.1,-1
Cc1ccc2c(c1)c(C)cc(=O)n2CCC(=O)O,-1,2.4,-0.3,24
CC(C)Oc1ccc(C(=O)NCC(c2ccsc2)N2CCCC2)cc1 (stereo not given),4,0.4,0.3,7
CC(=Nc1ccc(O)cc1)N(C)CCNS(=O)(=O)c1ccc([N+](=O)[O-])cc1,-4,-0.5,0.3,15
CCOc1cc(C(=O)NCCCn2ccnc2)cc(OCC)c1OCC,-2,0.8,0.0,11
CCOCC(=O)Nc1nnc(COc2ccc(Cl)cc2)s1,8,0.7,0.0,3
N#C/C(=C1\CCCCCN1)c1nnc2n1CCCCC2,17,0.7,-0.1,34
O=C(NC(c1ccccc1)c1ccccc1)c1ccoc1,8,1.9,-0.1,-11
CCN(CC)C(=O)C1CCCN(c2nc(C)cc(NCCN(C(C)C)C(C)C)n2)C1 (stereo not given),-4,-1.2,0.2,10
O=C1NC(=O)c2cc(NC(=O)c3cccc4ccccc34)ccc21,6,0.3,0.2,2
O=C(CSc1ncccn1)Nc1sc2c(c1C(=O)NCc1ccccc1)CCCC2,-7,-0.8,0.2,10
CC1=C(C(=O)N2CCCCC2)C(c2ccc([N+](=O)[O-])cc2)C2=C(CC(C)(C)CC2=O)N1 (stereo not given),-6,-0.2,-0.2,2
N=c1occ(C(=O)c2cc(F)ccc2O)cc1C(=O)Nc1ccc(SC(F)F)cc1,11,0.5,-0.1,2
CCOC(=O)N1CCN(C(c2ccc(Cl)c(Cl)c2)c2sc3nc(C)nn3c2O)CC1 (stereo not given),5,1.3,0.0,-6
O=C1C(=O)N(c2cccc(C(=O)O)c2)C(c2ccc([N+](=O)[O-])cc2)/C1=C(\O)c1ccccc1 (stereo not given),-11,1.1,0.0,-6
COc1ccc(C2Nn3c(C)nnc3SC2C(=O)N2CCCCCC2)cc1Cl (stereo not given),7,0.1,0.1,6
C/C=C/Cn1c(N/N=C/c2cccc([N+](=O)[O-])c2)nc2c1c(=O)[nH]c(=O)n2C,1,-0.9,0.2,17
O=C(O)c1ccc(/C=N/NC(=O)c2[nH]nc3c2CCc2ccccc2-3)cc1,-8,-0.8,-0.1,-2
COc1ccc(CSc2nnc(-c3ccc([N+](=O)[O-])cc3)n2C)cc1OC,2,0.3,0.0,-5
O=C(CNCCC1=CCCCC1)Nc1ccc(N2CCCC2)cc1,-3,-0.1,0.3,11
O=C(O)CC/C(=N\NC(=O)c1cccnc1)c1ccccc1,-2,1.4,0.0,-9
C=CC[n+]1c(-c2ccc(Cl)cc2)csc1NNC(=O)c1ccc(Br)cc1,9,-1.4,-0.2,22

# Four entries from above, field by field.
> CC(=Nc1ccc(O)cc1)N(C)CCNS(=O)(=O)c1ccc([N+](=O)[O-])cc1
  TEAD-YAP inh: -4; GPR151 activ: -0.5; FBW7 activator: 0.3; MITF primary: 15

> CCOc1cc(C(=O)NCCCn2ccnc2)cc(OCC)c1OCC
  TEAD-YAP inh: -2; GPR151 activ: 0.8; FBW7 activator: 0.0; MITF primary: 11

> CCOCC(=O)Nc1nnc(COc2ccc(Cl)cc2)s1
  TEAD-YAP inh: 8; GPR151 activ: 0.7; FBW7 activator: 0.0; MITF primary: 3

> N#C/C(=C1\CCCCCN1)c1nnc2n1CCCCC2
  TEAD-YAP inh: 17; GPR151 activ: 0.7; FBW7 activator: -0.1; MITF primary: 34

# The listing continues:
SMILES,TEAD-YAP inh,GPR151 activ,FBW7 activator,MITF primary
O=C(C(O)c1ccc(Cl)cc1)N1CCCC(Nc2ccc3[nH]ncc3c2)C1 (stereo not given),-14,-1.7,0.5,14
CC(C)N(CCNC(=O)c1cccc(Nc2cnccn2)c1)C(C)C,7,1.3,-0.1,8
CCOc1ccc(-c2nc(C#N)c(N3CCCCCC3)o2)cc1,11,3.7,0.2,10
C=CCNS(=O)(=O)c1cccc2nonc12,-7,-0.8,0.0,12
CCC1Oc2ccc(C)cc2N(CC(=O)NCCCN2CCCC2=O)C1=O (stereo not given),8,-0.6,-0.2,-12
Oc1ccc(Br)cc1C=Nc1ccc(Cl)cn1,1,-1.1,0.0,3

# Compounds from the list above containing bromine:
SMILES,TEAD-YAP inh,GPR151 activ,FBW7 activator,MITF primary
Cc1ccc(Nc2nc(-c3cc4cc(Br)ccc4oc3=O)cs2)cc1,6,-0.9,0.0,13
Cc1cc(NC(=O)C2CCCN(S(=O)(=O)N3CCOCC3)C2)ccc1Br (stereo not given),0,-0.1,0.0,-1
CC(Oc1ccc(Br)cc1)C(=O)Nc1ncn[nH]1 (stereo not given),-1,0.9,-0.2,-5
C=CC[n+]1c(-c2ccc(Cl)cc2)csc1NNC(=O)c1ccc(Br)cc1,9,-1.4,-0.2,22
Oc1ccc(Br)cc1C=Nc1ccc(Cl)cn1,1,-1.1,0.0,3

# Bioassay records from PubChem BioAssay.
